ELG1 DNA repair – ELG1-dependent DNA repair inhibition; HEK293T ELG1-luciferase reporter, luminescence, 16 h; DNA damage induced by 5-fluorouridine; Potency, µM (titrated, usually from 46.1 µM), for the others: at the top dose activity change, negative = inhibition, actives largely listed as inhibitors; AID 504467; actives 2.3% (n = 330,000); also: potency is read from the fitted curve at half-maximal effect; % is scaled to controls: 0 for no effect and ±100 for the full control effect; nearly all actives have a fitted effect of over 55% in size
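Step one: seed 2,000 cells per well. Step two: pin-transfer compound or DMSO alongside 5-fluorouridine. Step three: incubate 16 hr, 37 °C, 5% CO2. Step four: add ONE-Glo, wait 30 min, read luminescence.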
a7 integrin act – activates integrin-mediated alleviation for muscular dystrophy | actives 0.064% (n = 350,000) | alpha7betagal myoblasts, beta-gal FDG fluorescence, 48 h | Potency, µM (doses to about 38.3 µM), inactives show top-dose activation, actives largely listed as activators;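 also: potency is read from the fitted curve at half-maximal effect; 100% = response of the positive control SU9516; nearly all actives have a fitted effect of over 60% in size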
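Alpha7betagal+/- myoblasts (passage 13) were plated 16-24 hr, then exposed to compounds (1:260 dilution of DMSO stock) for 48 hours at 37C. After MPER lysis, β-galactosidase reporter activity was read as FDG fluorescence (ex 480/em 540) after 30 minutes.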
Eya2 inh – inhibitors of human Eya2 phosphatase activity; actives 0.006% (n = 330,000); O00167; recombinant Eya2, OMFP fluorescence dephosphorylation (OMFP is methylfluorescein phosphate); AID 488837; Potency, µM (series often up to 76.9 µM), for inactives: at the highest dose activity, negative = inhibition, actives largely listed as inhibitors; also: potency is read from the fitted curve at half-maximal effect; % is scaled to controls: 0 for no effect and ±100 for the full control effect
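Eya2 protein (added as 0.2 uM solution) was preincubated with compound for 10 min at ambient temperature in 50 mM HEPES pH 7.5, 50 mM NaCl, 5 uM MgCl2, 0.05% BSA, 1 mM DTT. OMFP (added at 50 uM) then reacted 10 min; fluorescence read at 485/525 nm.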
S-ASM inh – human S-ASM enzyme inhibition. placental ASM, HMU-PC fluorogenic substrate, 60 min. Potency, µM (highest dose often 57.5 µM), for inactives: top-dose activity change, negative = inhibition, actives largely listed as inhibitors. actives 0.006% (n = 340,000). AID 504937; also: potency is read from the fitted curve at half-maximal effect
Target sequence (P17405 47-631 limits assumed): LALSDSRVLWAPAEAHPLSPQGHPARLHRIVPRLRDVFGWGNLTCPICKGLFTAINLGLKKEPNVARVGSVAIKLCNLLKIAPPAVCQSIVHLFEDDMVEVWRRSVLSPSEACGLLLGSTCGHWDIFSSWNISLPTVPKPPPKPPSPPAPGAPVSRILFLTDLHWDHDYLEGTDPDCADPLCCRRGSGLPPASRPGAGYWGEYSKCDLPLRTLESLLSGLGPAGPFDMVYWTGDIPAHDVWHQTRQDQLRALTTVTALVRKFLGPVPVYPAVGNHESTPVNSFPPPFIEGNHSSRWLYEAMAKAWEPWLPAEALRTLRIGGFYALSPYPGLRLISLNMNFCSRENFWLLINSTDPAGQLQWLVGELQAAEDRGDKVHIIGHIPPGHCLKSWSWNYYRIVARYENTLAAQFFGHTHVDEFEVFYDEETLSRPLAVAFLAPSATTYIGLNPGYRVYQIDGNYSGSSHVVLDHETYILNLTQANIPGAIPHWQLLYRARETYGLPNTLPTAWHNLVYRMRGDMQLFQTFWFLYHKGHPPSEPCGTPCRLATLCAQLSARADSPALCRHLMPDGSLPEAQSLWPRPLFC
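Steps: dispense placental human ASM, pin compound, wait 10 min at room temperature, add HMU-PC0 substrate at 9 uM final, incubate 60 min at 37 °C, add stop solution raising pH to 10, read fluorescence.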
BCR signal inh – chronic active BCR signaling inhibition. Potency, µM (top dose mostly 46.1 µM), inactives show at the highest dose ratio change, negative = lower green/red ratio, hits mostly inhibitors. AID 493014. ABC-DLBCL IkBa-CBG/CBR reporter, luminescence ratio, 4 h. actives 0.05% (n = 340,000); active = well fitted inhibition curve with a large enough effect in the signal ratio, with a control signal flat, not every such curve was filed as active; inconclusive = small, poorly fitted or top-dose-only effect, or effect the other way, or a change in a side signal; the % refers to the signal ratio;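 also: potency is read from the fitted curve at half-maximal effect; plate controls were basal doxycycline-induced cells for no effect and cells given 10 µM MG132 for full effect; MG132 reads +100%, hits lower the ratio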
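Compounds up to 46 uM were incubated four hours with TMD8 cells whose green CBG68 luciferase is fused to IkappaBalpha; red CBR luminescence normalised the signal, and concentration-effect curves were fitted to fusion, red and ratio data.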
Mito fusion act – blocks mitochondrial division or promotes mitochondrial fusion; actives 0.23% (n = 320,000); Potency, µM (highest dose often 46.1 µM), inactives show at the highest dose growth rescue (activation), usual class: activators; S. cerevisiae fusion-defective mutant growth rescue, CellTiterGlo 48 h; AID 485298;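 also: potency is read from the fitted curve at half-maximal effect; % of control where 0% means no effect; nearly all actives have a fitted effect of over 45% in size; temperature-sensitive fusion mutants such as fzo1-1 at 37 °C on non-fermentable ethanol glycerol medium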
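Temperature-sensitive fusion-defective S. cerevisiae (e.g. fzo1-1, mgm1-5) were grown with compound in YPEG medium (3% ethanol, 3% glycerol) for 48 hours at 37C. Growth rescue was measured as viability by CellTiterGlo luminescence after 10 minutes at ambient.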
TCR act – activators of T cell receptors | primary human leukocytes, anti-CD3, IL-2 HTRF, 48 h | Potency, µM (doses to about 9.22 µM), for the others: at the highest dose activation of IL-2 secretion, hits mostly activators | 330,000 tested, under 10 active | AID 504894; also: % of control where 0% means no effect
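Primary human leukocytes incubated 48 hr with anti-CD3 beads plus compound, without co-stimulation. Secreted IL-2 measured by HTRF (europium cryptate/d2 anti-IL-2 pair, 320 nm excitation, 665 nm emission).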
Tb PFK block – blocks T. brucei phosphofructokinase; Potency, µM (series often up to 57.5 µM), inactives show top-dose activity, negative = inhibition, hits mostly inhibitors; actives 0.17% (n = 330,000); O15648; AID 485367; T. brucei PFK, ADP-Glo luminescence;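 also: potency is read from the fitted curve at half-maximal effect; 0% = uninhibited 1x PFK enzyme wells and -100% = no-enzyme wells; nearly all actives have a fitted effect of over 60% in size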
Target sequence (O15648 whole entry, looked up): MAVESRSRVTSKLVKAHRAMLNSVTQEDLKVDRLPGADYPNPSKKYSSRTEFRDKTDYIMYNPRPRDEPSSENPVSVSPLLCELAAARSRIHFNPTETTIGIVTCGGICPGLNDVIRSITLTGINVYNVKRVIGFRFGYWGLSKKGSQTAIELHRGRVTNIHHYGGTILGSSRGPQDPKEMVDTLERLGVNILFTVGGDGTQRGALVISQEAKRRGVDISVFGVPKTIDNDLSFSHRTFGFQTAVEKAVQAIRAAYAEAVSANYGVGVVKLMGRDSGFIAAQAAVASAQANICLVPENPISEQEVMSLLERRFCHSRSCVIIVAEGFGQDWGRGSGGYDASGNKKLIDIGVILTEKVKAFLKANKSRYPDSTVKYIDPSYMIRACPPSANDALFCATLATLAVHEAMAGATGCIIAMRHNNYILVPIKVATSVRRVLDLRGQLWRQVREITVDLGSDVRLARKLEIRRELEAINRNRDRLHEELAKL
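Activity is normalized to no-enzyme wells (full inhibition) and 1.25 nM enzyme wells (no inhibition). Reaction: 0.5 mM F6P, 0.1 mM ATP, 45 min RT, ADP-Glo luminescence; concentration-response curves fitted and classed by quality.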
AT treatment – candidate therapy for ataxia-telangiectasia; Potency, µM (doses to about 57.5 µM), for the others: top-dose activation, most hits filed as activators; […] A-T fibroblasts, KAP-1 phosphorylation AlphaLISA; neocarzinostatin DNA damage 30 min before lysis; actives 0.19% (n = 320,000); AID 485349; also: potency is read from the fitted curve at half-maximal effect; % of control where 0% means no effect; nearly all actives have a fitted effect of over 45% in size
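ATM-like activity read as KAP-1 phosphorylation via AlphaLISA donor/acceptor antibody pairs after lysis and 6 hr at 25C. Cells were ATM-null patient fibroblasts ([…], hTERT), dosed 60 min, then exposed to the DSB inducer NCS for 30 min.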
PTAP TSG101 blk – blocks PTAP/TSG101 interaction to inhibit HIV-1 budding; 340,000 tested, under 10 active; Fluorescence polarization, FITC-PTAP peptide / Tsg101 binding; Potency, µM (doses to about 115 µM), inactives show at the top dose activity change, negative = inhibition, most hits filed as inhibitors; active = well fitted inhibition curve with a large enough effect in the main read-out, with a control signal flat, not every such curve was filed as active; inconclusive = small, poorly fitted or top-dose-only effect, or effect the other way, or a change in a side signal; inactive = no such curve, though single readings can be large or run the other way; also: potency is read from the fitted curve at half-maximal effect; % of control where 0% means no effect
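Fluorescence anisotropy tracks displacement of a FITC-tagged PTAP peptide (50 nM) from the Tsg101 binding domain (10 uM), following a 20 min room-temperature incubation at pH 7.5.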
TSHR antagonist – blocks TSH signaling through the human TSH receptor | TSHR-expressing cells, TSH-stimulated cAMP HTRF, 2 h; hits give low values | P16473 | activity change, negative = inhibition, % at 11.5 µM | actives 0.2% (n = 330,000);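 active = activity change below a set negative limit, meaning inhibition stronger than a set level, cut at about -70% in these data; inconclusive = activity change between two set negative limits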; also: % is scaled to controls: 0 for no effect and ±100 for the full control effect
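Competitive HTRF cAMP read-out (cryptate anti-cAMP antibody, cAMP-d2; 30 min, room temperature) in freshly harvested TSHR cells. Compounds added before TSH at EC80 (4nM final), followed by 2 hours' incubation at 37 deg C.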
* = called active by the depositor; ? = inconclusive; . = not tested or not shown; [ ] = dose if it differs, or a comment. Unless noted, calls follow the shape of the dose curve; as a rule, active = well fitted curve in the direction sought with a large enough effect; inconclusive = small, poorly fitted or top-dose-only effect, or another doubt; inactive = no such curve, though single readings can be large; an effect the other way counts as inactive or inconclusive.

Values run as follows: a7 integrin act | Mito fusion act | PTAP TSG101 blk | Tb PFK block | BCR signal inh | TCR act | Eya2 inh | AT treatment | ELG1 DNA repair | S-ASM inh | TSHR antagonist
1: Cc1nc2c(nnn2Cc2ccccc2Cl)c(=O)[nH]1
  26% | 3% | -2% | -1% | -2% | 9% | 11% | -13% | 2% | 9% | 6
2: O=C(CCC(=O)N1CCOCC1)Nc1ccc(Cl)c(Cl)c1
  0% | -1% | -5% | 1% | -2% | -4% | 1% | 7% | -1% | 2% | 12
3: CCOC(=O)c1ccc(NC(=O)CN2C(=O)CSC(C)C2=O)cc1 (centres undefined)
  -10% | 1% | 0% | -4% | 3% | -5%[46.1 µM] | 0% | 7% | 26% | -1% | 6
4: CCCCc1ccc(NC(=O)CN(C)CC(=O)Nc2ccccc2Cl)cc1
  -54%[inhibitor] | -15% | -8% | 1% | -9% | 2% | -14% | 5% | ? | ? | -3
5: CCOc1ccc2cc(S(=O)(=O)N3CCN(C)CC3)ccc2c1
  3% | -2% | 1% | -1% | -16% | -4%[46.1 µM] | 6% | 0% | -5% | 2% | 8
6: CCN1C(=O)OC2(CCCCC2)C1(C)O (centres undefined)
  . | -10% | . | 4% | -1% | . | 15% | -3% | 8% | . | 10
7: CCCc1nc2scc(-c3ccccc3)c2c(=O)n1N
  7% | 5% | -8% | -12% | ? | 4% | -27% | 0% | 12% | -3% | -11
8: COc1ccc(NC(=O)Cn2c(=O)n(CC(=O)NCc3ccco3)c(=O)c3ccccc32)cc1
  1% | 3% | -7% | -1% | 1% | -1% | 5% | 8% | 12% | 0% | -29
9: CCCCNS(=O)(=O)CCNCc1ccc(OC)cc1
  -16% | . | -1% | -1% | 4% | 1%[46.1 µM] | -10% | 4%[11.5 µM] | 10% | 0% | -15
10: CCCC(=O)Nc1nnc(CC(=O)OCC)s1
  35% | -1% | 1% | 0% | 0% | 9% | -18% | 14% | -1% | 1% | 4
11: O=C(Nc1nnc(-c2ccc(Br)cc2)o1)C1=COCCO1
  -8% | -6% | -2% | 4% | ? | 6% | 17% | -13% | 28% | 7% | 6
12: Cc1ccsc1C(=O)NCc1ccccc1Cl
  17% | 16% | 1% | -1% | ? | -3% | 4% | 0% | 18% | 9% | -14
13: CCOC(=O)c1oc2ccccc2c1NC(=O)C(C)(C)C
  -10% | -3% | -1% | -1% | 1% | -4% | -18% | -4% | -8% | -2% | -4
14: COc1ccc(Cl)cc1NC(=S)NCc1ccc(S(N)(=O)=O)cc1
  18% | 0% | -6% | 0% | ? | -14%[46.1 µM] | 1% | 9% | -4% | -2% | 0
15: C=C(C)C1CC=C(C)/C(=N/NC(=O)CCCNc2cccc(C)c2)C1 (centres undefined)
  -15% | 8% | 1% | 1% | 0% | 3% | -3% | -1% | -14% | -1% | 1
16: CC1=CC(C)(C)N(C(=O)CNC2CCCCC2)c2cc(C)ccc21
  -52%[inhibitor] | -14% | 2% | -7% | 1% | 0% | 1% | 1% | -3% | -2% | 4
17: CC(Sc1nncs1)C(=O)Nc1ccc(Cl)cn1 (centres undefined)
  -11% | -2% | -9% | 1% | 10% | 0%[46.1 µM] | -4% | -17% | 6% | 6% | 21
18: CCSc1ncc(Cl)c(C(=O)Nc2ccccc2C)n1
  -2% | -13% | -4% | 0% | 5% | -2% | -19% | -3% | 3% | 2% | -6
19: O=C(c1cc(-c2ccc(Cl)cc2)on1)N1CCN(c2ccc(F)cc2)CC1
  -15% | 1% | 0% | 1% | ? | 2% | 9% | -1% | 11% | -7% | -2
20: O=C(CN1C(=O)CSC1=O)NCc1ccccc1
  9% | -1% | -6% | -1% | -1% | -11% | -8% | -1% | ? | 2% | 7
21: Cc1ccc(C(=O)COC(=O)CN2C(=O)C3C4C=CC(C4)C3C2=O)cc1[N+](=O)[O-] (centres undefined)
  -10% | -7% | -2% | 2% | -10% | -8% | -1% | 3% | 10% | 0% | -31
22: CCOc1ccc(NC(=O)c2cc(Cl)nc3ccccc23)cc1
  -15% | 4% | -1% | -8% | 1% | 4% | 0% | -3% | -12% | -4% | -1
23: CN1CCc2c1nc1ccccc1c2N=C1CCCN1Cc1ccccc1
  -64%[inhibitor] | -3% | 1% | 0% | 0% | -1%[46.1 µM] | -1% | 1% | -18% | 6% | 3
24: C[C@@H]1C=C(C(=O)N2CCOCC2)O[C@H](OCc2ccc(CO)cc2)C1
  8% | 2% | 2% | -7% | -25% | 4% | ? | 2% | 11% | 7% | 6
25: CC(C(=O)NCCC1=CCCCC1)N1C(=O)c2ccccc2C1=O (centres undefined)
  ? | 1% | -3% | 0% | -1% | 0% | -6% | -4% | ? | 1% | 46
26: CC/C(O)=C1\C(=O)CCCC1=NCCc1nc2ccccc2[nH]1
  . | 3% | . | 3% | 3% | . | 2% | -4% | -7% | . | 19
27: S=C(Nc1ccc2c(c1)OCO2)N1CCCC1
  -4% | -8% | -3% | -7% | 0% | -1% | -7% | -1% | ? | 7% | -1
28: CN(C)S(=O)(=O)Oc1cccc(C(=O)Nc2ccc([N+](=O)[O-])cc2)c1
  -57%[inhibitor] | 12% | -1% | -10% | ? | 2% | 4% | 4% | ? | -3% | -32
29: CCCN(CC(=O)Nc1ccccc1OC)C(=O)c1cccc(S(=O)(=O)NCc2ccccc2)c1
  -26% | -1% | -3% | 0% | -11% | -10% | -27% | 0% | -7% | -4% | -3
30: CCNCc1ccccc1OCc1ccccc1
  -21% | 2% | -2% | -1% | -1% | 1% | 3% | -1% | -11% | 0% | 14
31: Cc1ccc(NS(=O)(=O)c2ccccc2F)cc1S(=O)(=O)N1CCCCC1
  1% | 2% | 0% | -1% | 16% | . | 10% | -4% | -19% | -5% | 102
32: CC(c1ccco1)N(C(=O)c1ccc(F)cc1)c1ccccn1 (centres undefined)
  -10% | 18% | -2% | 0% | 0% | -3% | 2% | 9% | 4% | 0% | 2
33: CC1CN(S(=O)(=O)c2ccc(C(=O)Nc3sccc3C(N)=O)cc2)CC(C)O1 (centres undefined)
  -14% | 15% | 0% | 8% | ? | 0%[46.1 µM] | 1% | -5% | 18µM* | 2% | -5
34: O=C(CCn1c(=O)oc2ccccc21)Nc1ccc(C(=O)O)cc1
  37% | -6% | 1% | 4% | -2% | -7% | 2% | 5% | -4% | -2% | -9
35: CC(C)CCN1CCN(Cc2nc3c(s2)CCCC3)CC1CCO (centres undefined)
  -6% | -6% | -1% | 4% | -3% | 0% | 7% | -2% | 4% | 0% | 8
36: Cc1cc(C(=O)CSc2nnc(N)s2)c(C)n1C1CC1
  7% | 1% | 0% | -2% | 4% | -2% | 20% | -6% | ? | 2% | -4
37: CC(C(=O)OCC(=O)c1c(N)n(C)c(=O)n(C)c1=O)N1C(=O)c2ccccc2C1=O (centres undefined)
  -23% | -9% | -3% | 0% | 5% | 3%[46.1 µM] | 8% | 7% | 0% | 0% | -3
38: Cc1ccc(-n2c3c(cc(C(=O)N4CCN(C)CC4)c2=O)C(=O)CC(C)(C)C3)cc1
  5% | -2% | -2% | 2% | 2% | -2% | -4% | 2% | -1% | 0% | -3
39: C#CCOCCOCCOCCNc1nc(N2CCOCC2)nc(N2CCN(C(=O)[C@H]([C@@H](C)CC)n3cc([C@@H](N)CC(C)C)nn3)CC2)n1
  -3% | -1% | 0% | -3% | ? | -1% | -2% | 9% | -2% | 3% | 2
40: CC1(C)CC(=O)c2sc(NC(=O)c3ccccc3)nc2C1
  . | 14% | . | -24% | ? | . | 8% | 7% | ? | . | 6
41: Cc1[nH]c2ccc(F)cc2c(=O)c1SC(F)(F)C(F)C(F)(F)F (centres undefined)
  -26% | 8% | -1% | -2% | ? | -17% | 6% | . | ? | -5% | -3
42: Cc1ccc(S(=O)(=O)N(Cc2ccccc2)c2ccccc2C(=O)NCc2ccco2)cc1
  -13% | -2% | -16% | 5%[0.46 µM] | ? | -9% | 1% | 3% | ? | -14% | 49
